Screens from PubChem.
VIM-2 inh: inhibitors of Pseudomonas aeruginosa VIM-2 metallo-beta-lactamase; inhibition, % at 5.6 µM; purified VIM-2, nitrocefin hydrolysis, epi-absorbance fluorescence; AID 1527; hit rate 0.89% among 290,000;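 active means inhibition above the mean of all tested compounds plus 3 SD, cutoff set per screening run, cut at about 7.5% in these data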;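 further: red hydrolysis product quenches plate fluorescence so inhibitors raise well fluorescence; 0% = enzyme with DMSO and 100% = DMSO without enzyme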
PHOSPHO1 inh: PHOSPHO1 (human) inhibition | Q8TCT1 | recombinant PHOSPHO1, absorbance phosphatase assay | inhibition, % at 13.3 µM | hit rate 1.1% among 290,000 | AID 1565; in the data active means inhibition above about 60%
Target sequence (Q8TCT1 whole entry, looked up): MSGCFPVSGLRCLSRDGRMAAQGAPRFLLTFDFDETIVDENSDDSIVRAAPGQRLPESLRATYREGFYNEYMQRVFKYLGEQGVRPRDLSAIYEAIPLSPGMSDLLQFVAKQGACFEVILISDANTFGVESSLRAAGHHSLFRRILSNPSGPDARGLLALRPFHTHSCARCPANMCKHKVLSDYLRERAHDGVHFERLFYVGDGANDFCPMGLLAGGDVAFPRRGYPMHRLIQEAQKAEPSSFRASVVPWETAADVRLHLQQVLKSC
IMP-1 inhibitor: inhibitors of Pseudomonas aeruginosa IMP-1 metallo-beta-lactamase; inhibition, % at 5.6 µM; AID 1556; purified IMP-1, nitrocefin hydrolysis, epi-absorbance fluorescence; hit rate 0.45% among 290,000;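 active means inhibition above the mean plus 3 SD of all compounds in the same screening run, cut at about 4.5% in these data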;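 further: 0% = IMP-1 with DMSO and 100% = DMSO wells lacking enzyme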
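System: purified recombinant IMP-1 beta-lactamase. Medium: Zinc- and detergent-supplemented HEPES buffer, pH 7.1. Compound: one 5.6 µM dose […]. Schedule: 15 min preincubation plus 25 min reaction at 25 °C. Technique: Epi-absorbance fluorescence, 480 nm excitation, 530 nm emission.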
GPR7 antag: antagonists of human GPR7 (neuropeptides B/W receptor 1); P48145; GPR7-expressing cells, fluorescence antagonist assay; inhibition, % at 4.4 µM; hit rate 1.1% among 290,000; AID 1861; in the data active means inhibition above about 16%, passing the limit was not always enough;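 further: cells stimulated with the agonist NPW; 0% = agonist with vehicle and 100% = vehicle without agonist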
Target sequence (P48145 whole entry, looked up): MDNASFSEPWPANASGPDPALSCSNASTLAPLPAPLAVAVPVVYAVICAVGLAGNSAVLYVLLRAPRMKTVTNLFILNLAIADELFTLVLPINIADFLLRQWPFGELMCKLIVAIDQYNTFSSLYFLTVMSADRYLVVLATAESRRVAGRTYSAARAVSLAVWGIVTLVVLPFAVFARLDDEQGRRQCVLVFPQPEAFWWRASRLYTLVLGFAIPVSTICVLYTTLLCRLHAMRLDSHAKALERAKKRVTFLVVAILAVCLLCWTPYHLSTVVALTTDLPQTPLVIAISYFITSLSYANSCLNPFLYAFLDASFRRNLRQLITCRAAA
FID counter: displaces DNA intercalator in HCV helicase counter-screen; DNA fluorescent intercalator displacement, fluorescence; hit rate 0.17% among 290,000; inhibition, % at 7.9 µM; AID 1845; in the data active means inhibition above about 37%;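 further: 0% = vehicle and 100% = reference compound; higher means more ethidium bromide displaced from hairpin DNA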
GalR3 antag: human GalR3 antagonism | hit rate 0.44% among 360,000 | O60755 | inhibition, % at 3 µM | HEK293 GalR3-CNG cAMP membrane potential fluorescence; galR3 body fused to GalR1 C-terminus;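 active means inhibition above the screen-wide average plus 3 SD, cut at about 13% in these data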;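 further: forskolin and galanin both at EC90 stimulate the cells; cAMP rise reported by CNG channel membrane potential dye signal; 0% = forskolin plus galanin with DMSO and 100% = forskolin alone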
V1R ag counter: V1a receptor agonism, counter-screen for OXTR agonists; activation, % at 3 µM; CHO-V1R cells, Fluo-8 calcium fluorescence, agonist mode; 0% DMSO, 100% 3 nM vasopressin; hit rate 0.25% among 320,000;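 active means activation above the mean activation of all tested compounds plus 3 SD, per screening run, cut at about 20% in these data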;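 further: signal is peak over basal fluorescence ratio across a 100 second FLIPR read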
Target sequence (P37288 whole entry, looked up): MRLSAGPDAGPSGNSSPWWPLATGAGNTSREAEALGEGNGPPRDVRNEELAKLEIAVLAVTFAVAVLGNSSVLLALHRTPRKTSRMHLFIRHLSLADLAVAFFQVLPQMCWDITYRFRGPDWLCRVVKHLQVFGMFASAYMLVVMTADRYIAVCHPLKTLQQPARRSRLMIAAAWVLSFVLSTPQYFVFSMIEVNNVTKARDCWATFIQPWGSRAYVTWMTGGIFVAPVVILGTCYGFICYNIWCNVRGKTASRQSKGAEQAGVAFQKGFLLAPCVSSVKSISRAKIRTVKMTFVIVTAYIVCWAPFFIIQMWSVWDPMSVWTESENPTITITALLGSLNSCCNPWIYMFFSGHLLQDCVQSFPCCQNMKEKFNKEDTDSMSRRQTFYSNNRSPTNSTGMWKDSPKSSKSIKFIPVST
NS3 helicase inh: blocks Hepatitis C virus NS3 helicase unwinding; NS3 helicase DNA unwinding, Cy5 molecular beacon fluorescence; inhibition, % at 10.9 µM; hit rate 0.56% among 290,000; AID 1800;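 active means inhibition above the mean of all tested compounds plus 3 SD, set per campaign, cut at about 35% in these data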;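 further: 0% = DMSO wells and 100% = thioflavine S control wells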
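Assay system: hepatitis C virus NS3 helicase domain fragment enzyme. Also added: annealed dual-labelled DNA beacon duplex, ATP-started. Timing: 1 h reaction at 25 °C, ATP-initiated. Technique: Cy5 fluorescence at 0 and 60 min, beacon hairpin quenching. Evaluation: % inhibition of unwinding. Replication: one well per compound.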
OXTR ag: activates the human oxytocin receptor; CHO-OTR cells, Fluo-8 calcium fluorescence; normalized: DMSO 0%, oxytocin 100%; activation, % at 3 µM; hit rate 0.32% among 320,000;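 active means activation above the mean of all tested compounds plus 3 SD, cutoff set per screening run, cut at about 20% in these data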;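 further: peak over basal fluorescence ratio from a 100 s FLIPR kinetic read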
Numbers without * were called inactive; nt = no result given.

SMILES	GalR3 antag	OXTR ag	GPR7 antag	PHOSPHO1 inh	IMP-1 inhibitor	V1R ag counter	VIM-2 inh	NS3 helicase inh	FID counter
CNS(=O)(=O)c1ccc(N=Cc2c(C)[nH]n(-c3ccc(C)cc3C)c2=O)cc1	-4	-0.9	-5	11	-3.3	7.3	-3.5	-7	-13
CCCn1c(SCc2cc(=O)oc3ccc4ccccc4c23)n[nH]c1=O	-2	-0.1	-3	92*	-1.7	2.6	3.1	14	-26
COc1ccc(-c2cn(CCO)nc2-c2ccc(OC)cc2)cc1	-9	-0.2	11	42	-0.9	3.1	-1.2	-23	-26
O=C(NC1CCCc2ccccc21)c1cccc(S(=O)(=O)N2CCN(c3ccccc3)CC2)c1 (stereo unspecified)	-4	9.9	45*	5	-1.2	14	-0.8	-4	-12
N#CC1C(C#N)N2CCCN2C1c1ccc(Cl)cc1 (stereo unspecified)	-3	-0.9	3	-9	-1.7	0.5	-0.6	-5	0
C/C(=N\NC(=S)NC1CCCCC1)c1c(F)cccc1F	-8	-2.1	-12	12	-2.8	-0.4	0.1	-7	-14
Cc1ccccc1Oc1ncccc1C(=O)/C(C#N)=C/N(C)C	-9	0.5	-7	41	0.2	1.1	2.5	-4	3
COc1ccc(C2CC(=O)Oc3c(C(CCN4CCN(c5ccccc5)CC4)c4ccc(N(C)C)cc4)c(OC)cc(OC)c32)cc1 (stereo unspecified)	-6	-0.4	nt	9	nt	-0.4	nt	nt	nt
O=C(CCCN1C(=O)c2ccccc2C1=O)N1CCc2ccccc2C1	-1	-1.9	6	15	-1.5	-1.3	2.0	4	-16
COc1cccc(C(C(=O)NC2CCCC2)N(C(=O)c2ccco2)c2ccc(NC(C)=O)cc2)c1OC (stereo unspecified)	-9	-0.1	-13	36	-1.1	1.0	-1.9	18	-42
O=C(COc1ncnc2ccccc12)Nc1ccccc1[N+](=O)[O-]	-3	1.3	0	-6	-4.3	1.1	-3.8	8	6
CC1CCC2CCCCC2N1C(=O)c1cc([N+](=O)[O-])cc([N+](=O)[O-])c1 (stereo unspecified)	-9	-0.6	13	20	0.0	-0.7	-1.9	-3	-23
COc1ccc(S(=O)(=O)Nc2ccccc2C)cc1C(=O)N1CCOCC1	-6	0.8	-15	1	-1.8	0.7	0.2	-5	-4
CCN(CC)CCNC(=O)c1[nH]c2ccc(OCc3ccccc3)cc2c1C	-10	11	18	13	-2.5	6.2	6.4	-30	29
O/C(=C\c1nc2ccccc2nc1/C=C(\O)c1ccccc1)c1ccccc1	nt	-0.1	-4	-3	-3.0	1.3	-2.3	2	5
CCC(C(=O)NC(C)CCc1ccccc1)n1nc(C)n2c(cc3occc32)c1=O (stereo unspecified)	nt	-1.5	-8	29	-1.1	-1.6	0.0	8	-27
CCOC(=O)N/N=C\c1ccc([N+](=O)[O-])s1	-7	-1.2	-3	10	-4.3	0.3	-3.5	-6	5
Cc1csc(N(C)C(=O)CSc2nnc(COc3cccc4ccccc34)o2)n1	-5	1.9	-8	-2	-3.3	1.2	-5.4	2	-5
Cc1cc(=O)n2nc(N3CCC(C(=O)NCc4ccco4)CC3)sc2n1	-8	0.3	-3	12	-3.0	1.1	-2.2	5	-12
CC(=O)n1c(-c2ccccc2)c(CO)c2ccccc21	-5	-0.4	-2	-13	-2.3	-0.5	-1.5	-5	-13
CC/C(=N\Nc1ccc([N+](=O)[O-])cc1)c1ccccc1	nt	-0.8	-15	-4	-4.3	1.6	-2.2	-10	9
N#Cc1ccc(Oc2nc(Nc3ccc(F)cc3)nc(N3CCCC3)n2)cc1	-4	-0.2	-8	1	0.9	-0.8	-0.7	-14	2
CC(=O)Nc1cccc(OCC(=O)NS(=O)(=O)c2ccc(C)cc2)c1	nt	0.1	-14	39	-2.8	0.4	-1.1	-7	-2
Cc1cccc(N2CCN(C(=O)c3ccc4nc(-c5ccco5)c(-c5ccco5)nc4c3)CC2C)c1 (stereo unspecified)	-7	1.4	-9	-16	-0.3	0.6	-2.0	30	-31
COc1ccc(S(=O)(=O)N2CCOC23CCN(C(=O)c2ccc(Cl)cc2Cl)CC3)cc1	-5	1.7	4	-16	-1.6	4.0	-3.5	-17	-59
COc1ccc([N+](=O)[O-])cc1NC(=O)C(C)OC(=O)C1c2ccccc2Oc2ccccc21 (stereo unspecified)	-3	-1.9	-4	-1	-0.9	0.5	-1.8	-12	-1
C=CCn1c2ccccc2c2nnc(SCC(=O)Nc3cc(C)on3)nc21	1	-2.3	-4	7	-1.5	-1.1	-3.3	1	3
COc1ccccc1NC(=S)NCc1ccc(F)cc1	-11	-0.6	-4	14	-6.2	-1.5	-0.4	-4	-4
CN(Cc1ccccc1)S(=O)(=O)c1ccc(OCC(=O)N2CCC(C(N)=O)CC2)cc1	-6	-0.1	-9	3	-3.5	0.0	-1.2	2	-20
Cc1c(O)c(CN2CCCC2)cc2c3c(c(=O)oc12)CCC3	-6	-0.5	-6	-2	-2.7	-0.2	9.6*	10	-7
COc1ccc2c(c1)c(/C=C/c1cc[n+](C)cc1)cn2C	-7	-0.1	-9	20	-1.1	2.1	9.7*	-2	-5
CCC(=O)N1Cc2ccccc2-c2ccccc2C1=O	nt	-1.7	-6	14	-4.1	-0.5	-3.1	0	-1
O=C(CSc1n[nH]c(=O)n1C1CC1)Nc1ccc(Cl)c(Cl)c1	-3	5.4	-1	19	-1.1	6.2	-0.7	-11	-2
COC(=O)c1ccc(CSc2nc3ccc(Cl)cc3[nH]2)o1	-4	2.2	8	35	-5.8	3.6	-1.8	-2	-11
Cc1ccc2ccccc2c1Cn1c(-n2ccnc2)nc2c1c(=O)n(C)c(=O)n2C	-7	-0.9	1	16	-2.5	-0.5	-3.1	1	-31
CC(NS(=O)(=O)c1ccc(OCC(=O)N2CCOCC2)cc1)c1ccccc1 (stereo unspecified)	-5	-0.8	-3	-2	-1.8	0.8	-3.1	1	-9
O=C(c1ccc(Cn2c(=S)[nH]c3cc4c(cc3c2=O)OCO4)cc1)N1CCN(c2ncccn2)CC1	nt	-2.4	-5	-73	-2.7	-1.0	-3.2	-3	0
Cc1ccc2ncnc(-c3ccccc3)c2c1	-9	0.6	-18	9	-2.5	1.9	0.3	4	-12
CC(C)(C)CN1CCNC(=O)C1CC(=O)NC1Cc2ccccc2C1 (stereo unspecified)	-5	0.3	-2	37	0.5	1.2	1.1	-8	-23
N=C1C(c2nc3ccccc3s2)=C(O)CN1Cc1ccccc1	-8	0.3	3	12	-4.6	0.2	-2.2	-5	0
O=[N+]([O-])c1ccc2c(OCc3nnc(-c4ccccc4Br)o3)ncnc2c1	-5	-0.1	-2	36	-3.0	2.0	-3.4	6	-5
CCOc1cc(O)c(-c2[nH]ncc2-c2nc(C)cs2)cc1CC	-2	5.7	-8	-8	-2.6	6.9	-1.4	-19	-39
O=C(NC1CCCCC1)N1CCN(c2ccccc2Cl)CC1	-3	0.0	-4	41	-2.4	2.4	-2.3	1	-31
O=C(C1CCCO1)N1CCN(C(=S)Nc2ccccc2C(F)(F)F)CC1 (stereo unspecified)	7	1.7	-4	-11	-2.2	-0.3	-4.6	-3	0
O=S(=O)(c1ccc(NCc2ccccc2)cc1)N1CCOCC1	-2	1.9	-1	43	-1.7	3.3	-1.2	-6	-11
O=C(O)COc1ccc(-c2nccc(-c3ccccn3)n2)cc1	-6	-0.2	-1	18	-1.2	0.7	0.1	-2	-8
Cc1ccc(S(=O)(=O)/N=C(/Nc2ccc3[nH]c(=O)[nH]c3c2)c2ccc(F)cc2)cc1	-5	-0.1	-2	-14	-1.9	-0.2	-2.7	9	-18
COc1cc(C(=O)OC(C)CN2CCCC2)cc(OC)c1OC (stereo unspecified)	-2	-0.8	-4	13	-4.0	0.0	-2.5	0	2
O=c1cc(N2CCCCC2)c(-c2ccccc2)nn1Cc1c(Cl)cccc1Cl	-5	-2.2	0	16	0.2	-0.7	0.9	-5	-3
Cc1ccc(S(=O)(=O)CCC(=O)NCCc2ccc(Cl)cc2)cc1	-10	-2.0	-3	-27	-2.2	0.4	-2.3	-5	-26
COc1ccc(NC(=O)[C@H](C)NC(N)=O)cc1S(=O)(=O)Nc1cc(C)ccc1Br	-6	-0.6	-3	23	-1.6	-0.5	-2.0	-4	-17
CCNC(=S)N1CCC(C(N)=O)CC1	-6	0.8	-13	27	-2.4	0.1	-3.9	-7	1
FC(F)(F)Oc1ccc(-c2cn3cccnc3n2)cc1	-5	-2.1	0	38	-1.9	1.2	-1.0	2	-3
COc1ccc(C(=O)NCCC2=CCCCC2)cc1OC	0	-1.0	-4	25	-4.8	0.5	-5.2	4	-13
COc1ccc(-c2noc(C3CCCN(C(=O)c4cccs4)C3)n2)cc1 (stereo unspecified)	-7	2.4	11	1	-1.1	4.5	-1.3	-10	-26
CCOC(=O)c1ccc(N2C(=O)CC(Sc3ncccn3)C2=O)cc1 (stereo unspecified)	-5	0.1	-13	34	-1.8	-0.2	-1.4	-2	-8
CCOC(=O)CSc1nc2c(c(=O)[nH]c(=O)n2C)n1CCCc1ccccc1	-3	0.3	-15	-6	-0.3	0.1	-0.8	0	-10
O=C(CC1Sc2ccccc2NC1=O)Nc1cccnc1 (stereo unspecified)	-1	1.2	-6	-2	-2.6	0.3	-3.1	-21	-1
COc1ccc(CN2CCCCC2C(=O)Nc2ccc(OC)c(OC)c2)cc1OC (stereo unspecified)	-6	0.0	-11	20	-2.2	1.3	-0.6	-2	1
N#CCC(=O)N/N=C/c1ccc(Sc2nc3ccccc3s2)o1	-5	0.3	-3	-44	-3.8	-0.1	-2.8	16	-11
CC(=O)Nc1cc[n+](C(C)C(=O)c2ccccc2)cc1 (stereo unspecified)	-4	0.8	-11	14	-2.6	0.7	-1.9	-4	1
O=C(CN(Cc1ccco1)S(=O)(=O)c1ccccc1)N/N=C/c1ccccc1C(=O)O	-2	-0.8	8	36	0.3	0.1	-2.9	-5	-30
O=C(c1ccccc1NS(=O)(=O)c1ccc(F)cc1)N1CCCCC1	-3	-1.0	-14	nt	-2.5	1.2	-1.1	-1	-24

Given as labelled records: part of the list above
O=c1cc(N2CCCCC2)c(-c2ccccc2)nn1Cc1c(Cl)cccc1Cl
- GalR3 antag = -5
- OXTR ag = -2.2
- GPR7 antag = 0
- PHOSPHO1 inh = 16
- IMP-1 inhibitor = 0.2
- V1R ag counter = -0.7
- VIM-2 inh = 0.9
- NS3 helicase inh = -5
- FID counter = -3

Cc1ccc(S(=O)(=O)CCC(=O)NCCc2ccc(Cl)cc2)cc1
- GalR3 antag = -10
- OXTR ag = -2.0
- GPR7 antag = -3
- PHOSPHO1 inh = -27
- IMP-1 inhibitor = -2.2
- V1R ag counter = 0.4
- VIM-2 inh = -2.3
- NS3 helicase inh = -5
- FID counter = -26
